Source: PubChem BioAssay (several laboratories)
TROY signal inh – blocks TROY-dependent signaling in reporter cells; Q293 LMP1-TROYcd NF-kB luciferase reporter, 4 h; inhibition, % at 10 µM; hit rate 0.98% among 360,000;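 active = compounds whose plate-normalised and pattern-corrected inhibition of the luciferase reporter signal at the single screening dose is 50% or more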
NR2E3 ag-1 – activates human NR2E3 receptor. AID 602229. hit rate 0.35% among 360,000. CHO-S Gal4-NCOR/VP16-NR2E3 two-hybrid, luciferase. Q9Y5X4. inhibition of corepressor binding, % at 3.98 µM;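 active = inhibition above the mean of all tested compounds plus 3 SD, cut at about 70% in these data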;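 also: 0% = DMSO with NR2E3 transfected cells and 100% = cells lacking NR2E3 construct; higher means lower luciferase signal from less NR2E3 corepressor binding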
Target sequence (Q9Y5X4 whole entry, looked up, the tested form may be a part): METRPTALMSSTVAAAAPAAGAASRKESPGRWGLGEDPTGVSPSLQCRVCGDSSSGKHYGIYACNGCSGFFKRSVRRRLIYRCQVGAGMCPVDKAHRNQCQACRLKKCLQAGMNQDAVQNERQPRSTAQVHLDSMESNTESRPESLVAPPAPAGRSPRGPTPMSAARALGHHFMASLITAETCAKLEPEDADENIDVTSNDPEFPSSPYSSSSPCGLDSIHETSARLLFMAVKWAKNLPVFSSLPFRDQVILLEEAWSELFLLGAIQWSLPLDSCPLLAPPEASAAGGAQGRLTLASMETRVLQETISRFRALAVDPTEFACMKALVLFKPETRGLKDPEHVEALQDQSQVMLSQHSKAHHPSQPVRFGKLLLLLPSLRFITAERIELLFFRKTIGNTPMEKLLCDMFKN
Shn3 inh set2 – Schnurri-3 reporter inhibition in Clone20 osteoblasts; hit rate 0.52% among 360,000; AID 588674; inhibition, % at 12.5 µM; Clone20 osteoblast Shn3 3'UTR firefly luciferase, 24 h;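 active = mean inhibition of at least 75% with every replicate also reaching 75%; inconclusive = mean inhibition at least 75% but some replicate below; inactive = mean inhibition below 75%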;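 also: 0% = median of neutral control wells and 100% = pilot-screen positive control compound; some compounds past the cut are filed as inactive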
KKLEB tox – CF airway cell cytotoxicity counter-screen; KKLEB CF airway cells viability, ATPlite luminescence, overnight; hits give low values; cells stimulated with P. aeruginosa culture filtrate; activity change (cytotoxicity), % at 5 µM; hit rate 0.36% among 360,000; AID 602141;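 active = corrected activity change at or below -50% at 5 µM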
CF NFkB inh – blocks PAF-induced NF-kB reporter in cystic fibrosis cells; inhibition, % at 5 µM; hit rate 0.86% among 360,000; KKLEB NF-kB-GFP reporter, GFP fluorescence overnight;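 active = at least 50% inhibition at 5 µM, scaled per plate between neutral and stimulator controls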;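 also: PAF is a Pseudomonas aeruginosa culture filtrate used as stimulus; plate controls were PAF-stimulated DMSO wells for no effect and unstimulated DMSO wells for full effect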
HIF-2a block – inhibitors of HIF-2a; 786-0 RCC cells HIF-2a reporter, luciferase luminescence, overnight; inhibition, % at 18.8 µM; hit rate 0.72% among 360,000; AID 624352;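 active = inhibition of the luminescence signal of 40% or more relative to plate controls, in a single-dose primary screen at 18.75 µM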
MITF TRPM1 inh – reduces MITF-dependent TRPM1 promoter luciferase signal | inhibition, % at 12.5 µM | SK-MEL-5 TRPM1 promoter luciferase, 24 h | hit rate 0.83% among 330,000;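 active = mean inhibition across replicates of 60% or more, whatever share of single replicates reaches that level; inconclusive = some that reach 60%, reason not given; inactive = mean inhibition across replicates below 60%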; also: values of inactives mirror those of a sister screen read the other way
NR2E3 ag-2 – agonists of human nuclear receptor NR2E3; inhibition of corepressor binding, % at 4.78 µM; GST-NR2E3/biotin-RetCOR TR-FRET, 1536-well; AID 2300; hit rate 0.12% among 320,000;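 active = percent inhibition above the cutoff of mean plus 3 SD of all tested compounds, set per screening campaign, cut at about 20% in these data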;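 also: 0% = DMSO wells and 100% = biotin wells as full block of FRET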
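System: GST-tagged NR2E3 plus biotinylated RetCOR corepressor; Buffer or medium: pH 7.5 Tris-based buffer; Probe or stimulus: RetCOR corepressor, biotinylated, 7 nM; Doses: compound at 4.8 µM, single dose; Schedule: 5 h incubation at 4 °C; Technique: time-resolved FRET; Evaluation: percent inhibition of TR-FRET ratio; Replication: one well per compound, singlicate testing.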
C8 TRAIL sens – caspase-8 TRAIL sensitization; NB7+C8 cells + TRAIL, ATPlite viability luminescence; inhibition (viability loss, TRAIL sensitization), % at 10 µM; hit rate 1% among 360,000;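 active = compounds causing at least 50% loss of cell viability in the single-dose screen, relative to plate controls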
TWEAK-Fn14 inh – blocks TWEAK-Fn14 interaction in a reporter cell assay; inhibition, % at 10 µM; TWEAK-stimulated Fn14 reporter cells, luciferase luminescence, 8 h; hit rate 2% among 360,000; in the data active = inhibition above about 50%
Peg3 prom inh – Peg3 promoter activity inhibition; HeLa PEG-Prom luciferase reporter, luminescence, overnight; inhibition, % at 20 µM; hit rate 1.7% among 360,000; AID 588405;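 active = inhibition of at least 50% at 20 µM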
Starred values were filed as active, the others as inactive; ? = inconclusive; / = no result given.

Screens in order – TROY signal inh	NR2E3 ag-1	Shn3 inh set2	KKLEB tox	CF NFkB inh	HIF-2a block	MITF TRPM1 inh	NR2E3 ag-2	C8 TRAIL sens	TWEAK-Fn14 inh	Peg3 prom inh
- COc1cc(/C=C/c2ccc3cccc(O)c3n2)c(Br)cc1O
  -12.1	-64.7	-10.2	-10.0	-5.5	-141.3	1.4	0.5	0.3	19.6	98.1*
- COc1ccc(-n2c(SCC(=O)N3CCCCC3C)nnc2-c2cccnc2)cc1 (configuration not stated)
  3.2	-25.2	-6.7	-12.5	21.2	11.7	-2.1	3.8	-8.2	-3.1	-0.2
- CC(Oc1cccc(Cl)c1)C(=O)Nc1cc(S(=O)(=O)N2CCOCC2)ccc1N1CCCC1 (configuration not stated)
  -10.5	3.6	10.1	15.5	1.1	19.9	-3.7	1.8	9.5	-1.9	17.2
- COC(=O)CN1C(CN2CCOCC2)=Nc2ccc(Br)cc2C1c1ccccc1 (configuration not stated)
  3.3	-1.8	4.5	9.3	-1.8	4.2	/	1.6	18.1	-14.5	-0.5
- Clc1ccc(C2CC(c3cccs3)n3ncnc3N2)c(Cl)c1 (configuration not stated)
  14.6	-2.0	-15.9	5.6	14.8	23.4	/	0.9	-1.9	-1.4	19.0
- S=C1Cc2ccccc2N1
  22.3	22.2	27.4	18.4	-7.0	22.1	91.1*	/	59.8*	72.3*	95.5*
- CC1(Cc2ccccc2Cl)C(=O)Nc2cc(-c3ccccc3Cl)ccc21 (configuration not stated)
  27.6	-8.1	-13.4	0.6	2.6	1.6	/	/	11.2	-6.3	23.2
- Cc1oc2cc(O)cc(C)c2c(=O)c1-c1cnn(-c2ccccc2)c1
  28.0	-7.2	18.0	4.1	6.6	-47.5	-9.5	-0.7	-7.5	-1.7	0.7
- C=CCN1CCN(c2ccncc2S(=O)(=O)N2CCCCC2)CC1
  -4.9	17.9	-0.6	5.1	-36.8	10.9	2.0	-0.4	-16.3	-6.4	22.7
- CCNc1nc(NCC)n2c(SCC(=O)Nc3cc(Cl)ccc3OC)nnc2n1
  3.8	6.6	1.7	-7.3	14.8	4.7	-9.5	3.9	-4.5	-2.9	1.8
- CCc1cc2c(=O)c(-c3ccc4c(c3)OCO4)coc2c(CN(C)C)c1O
  36.5	-10.1	-3.5	-9.5	-3.1	-2.3	-5.8	-0.4	-16.3	-11.8	12.7
- CCc1sc(C(C2C(=O)CC(C)(C)CC2=O)C2C(=O)CC(C)(C)CC2=O)cc1[N+](=O)[O-]
  0.7	-11.2	7.1	0.0	3.7	13.6	17.3	2.1	-15.6	34.1	0.0
- COC(=O)c1ccc(N=Cc2c(-c3ccccc3)[nH][nH]c2=O)cc1
  13.6	-31.6	12.3	2.0	-14.8	8.5	4.0	-1.5	-5.9	-11.6	1.0
- O=C(OCC(=O)N1CCOCC1)c1ccc(Cl)c(S(=O)(=O)N2CCc3ccccc32)c1
  14.9	10.4	11.5	-18.2	-10.5	7.4	-12.4	/	5.0	18.5	-5.0
- COc1ccc(Nc2nc(C)nc3c2oc2ccccc23)c(OC)c1
  -1.3	-7.2	-8.5	7.7	13.8	14.9	2.6	-0.7	-6.3	-9.6	9.9
- CCCC(=O)Nc1nnc(SCC(=O)Nc2ccc(OCC)cc2)s1
  -3.1	-11.3	-21.5	-12.7	10.4	12.5	/	/	-8.9	-25.6	-0.1
- Cc1ccc(NC(=O)COC(=O)c2cc(Cl)ccc2Cl)c(Br)c1
  -5.4	-9.8	-31.5	1.8	0.6	-1.6	-4.2	9.0	-8.9	5.7	11.1
- O=C(COc1ccc(N2CC(C(=O)O)CC2=O)cc1)Nc1cccc(C(F)(F)F)c1 (configuration not stated)
  -29.6	15.5	-13.1	4.7	-12.7	0.1	11.3	1.5	-27.6	-0.2	-5.3
- Cc1c(OCC(=O)N2CCC(C(=O)NCCCC(=O)O)CC2)ccc2c1oc(=O)c1ccccc12
  21.8	8.9	19.3	2.6	1.2	10.0	9.7	-1.6	-4.1	7.0	2.1
- CC(=O)NC1C(Oc2ccc(C)cc2)OC2COC(c3ccco3)OC2C1O (configuration not stated)
  6.0	-2.8	-97.0	10.3	0.8	6.4	9.8	-2.9	-6.4	6.5	-0.3
- Cc1cc(NC(=O)CSc2nnc(CNC(=O)c3ccc(F)cc3)o2)no1
  6.4	-27.8	-8.4	5.0	-23.1	11.8	-5.4	-0.2	-0.1	10.0	12.7
- CCOc1ccc(S(=O)(=O)NCc2ccc(C)cc2)c2cccnc12
  -11.1	-32.8	1.5	-13.8	13.5	10.1	0.9	-3.8	3.3	-0.1	0.1
- CC1(C)CC(=O)c2cnc3c(C#N)cnn3c2C1
  -4.3	0.2	-1.3	12.6	-7.5	11.6	-0.6	-1.7	-2.9	-4.1	8.3
- CC1CCC(NC(=O)CCNC(=O)c2ccc(Br)cc2)CC1 (configuration not stated)
  -69.4	-51.4	-74.5	-5.6	-5.9	-187.9	-79.7	-0.8	3.2	-20.3	-194.6
- COc1ccc(CCN2C(=O)CC(N3CCN(C/C=C/c4ccccc4)CC3)C2=O)cc1OC (configuration not stated)
  2.0	-16.4	-1.1	6.1	-12.2	16.2	-0.7	1.7	-11.5	3.2	16.7
- COc1c(F)c(F)c(C(=O)O)c(Nc2cccc(C)c2)c1F
  -6.3	-25.3	9.1	-4.4	-7.2	17.0	1.4	-1.0	-1.0	11.5	-4.8
- C=CCNC(=O)c1onc(CSc2ccccn2)c1C(=O)NCC=C
  -3.5	9.6	1.2	-9.8	-9.9	14.4	-15.5	2.4	4.0	7.7	7.4
- CCC(=O)NC(c1ccc(Cl)cc1Cl)c1ccc2cccnc2c1O (configuration not stated)
  -17.1	-50.2	?	-7.6	-44.4	-21.4	56.8	1.2	10.4	-29.5	50.0
- O=C(CSc1nc2ccc(Cl)cc2o1)NCc1ccc2c(c1)OCO2
  12.9	-2.7	-1.2	5.2	-6.1	10.2	16.7	1.1	-4.9	-7.5	0.3
- Cc1ccc(C(=O)C(OC(=O)CNS(=O)(=O)c2ccccc2)c2ccccc2)cc1 (configuration not stated)
  12.6	-18.7	-2.3	18.7	14.7	-4.5	0.7	-0.3	5.1	12.4	6.1

Following part.
Screens in order – TROY signal inh	NR2E3 ag-1	Shn3 inh set2	KKLEB tox	CF NFkB inh	HIF-2a block	MITF TRPM1 inh	NR2E3 ag-2	C8 TRAIL sens	TWEAK-Fn14 inh	Peg3 prom inh
- Nc1nc2cc(Cl)c(Br)cc2o1
  2.3	-21.4	54.6	-2.9	20.3	-58.6	-13.2	/	2.0	3.2	-25.9
- COc1ccc(/C=N/Nc2nc(-c3ccc(C)cc3)c(NC(C)=O)s2)cc1
  -14.8	-7.7	-12.7	1.6	8.6	-65.7	-32.8	1.8	-1.9	-5.0	-16.7
- COc1ccc(N2CCN(C(=O)c3cccc(N4C(=O)C5CC=CC(C)C5C4=O)c3)CC2)cc1 (configuration not stated)
  4.4	-2.2	11.7	1.9	-3.6	16.9	6.7	-2.4	-3.7	18.4	8.8
- O=C(CSC1CC(=O)N(CCc2ccccc2)C1=O)Nc1ccc(Cl)cc1 (configuration not stated)
  -8.2	10.6	-3.2	-1.0	0.9	10.9	1.8	3.1	7.1	0.5	-2.1
- Cc1cccc(NC(=O)CSc2nc3ccccc3nc2N2CC(C)OC(C)C2)c1 (configuration not stated)
  -5.3	-46.3	14.9	-8.7	13.4	-25.2	/	3.1	-1.2	4.5	22.8
- CCn1c(SCC(=O)Nc2ccc3c(c2)c2ccccc2n3CC)nnc1-c1ccco1
  -4.9	-25.8	-5.5	18.2	-8.5	8.5	-8.6	0.1	-26.5	1.5	4.4
- COc1ccc(NC(=O)CSc2nc(C3CC3)nc3ccccc23)c(OC)c1
  12.3	-22.9	-25.7	1.5	16.8	24.1	0.1	-2.4	23.9	28.9	19.3
- COc1cccc(C2CC(c3cccc(Br)c3)n3ncnc3N2)c1 (configuration not stated)
  2.2	-15.4	-2.6	7.6	-10.6	2.0	/	-2.1	7.0	-8.3	21.8
- O=C(Nc1ccc(C2=NCCN2)cc1)c1ccc(C(=O)Nc2ccc(C3=NCCN3)cc2)c(Cl)c1
  3.4	-31.0	11.7	4.4	-9.3	1.6	6.6	-5.8	-7.9	-10.3	0.6
- CC(C)=CC(=O)OCC(=O)Nc1ccccc1Cl
  -11.8	-28.9	-9.4	-4.3	-5.4	-15.2	-20.7	-1.0	5.7	-17.6	-24.0
- CC(C)(C)NC(=O)C(c1c[nH]c2ccccc12)N(C(=O)Cn1nnc(-c2ccc(F)cc2)n1)c1cccc(O)c1 (configuration not stated)
  20.6	-24.5	2.9	-10.7	5.9	8.2	19.3	-1.8	-3.5	12.8	44.2
- O=C(O)CNS(=O)(=O)c1ccc(F)cc1
  -5.5	-0.2	-13.0	30.0	9.1	5.8	-7.9	-0.3	9.5	5.5	5.2
- Cc1nc(N)[nH]c(=O)c1CCCNc1ccc(CCCCC2(CCl)OCCO2)cc1
  17.4	-23.2	12.2	-0.2	-3.9	-46.3	6.2	/	-6.2	16.2	-32.9
- Cc1nn(Cc2c(F)c(F)c(F)c(F)c2F)c(C)c1NC(=O)c1nn(C)cc1Br
  -0.6	-29.3	-2.8	9.3	-17.0	15.3	10.2	2.0	-4.3	-25.4	3.1
- N#CC1=C(N)Oc2ccc3ccc(O)cc3c2C1c1ccsc1 (configuration not stated)
  -50.6	-14.5	2.5	-4.7	-9.2	12.4	-3.6	/	11.2	-18.7	12.6
- CC(C)C[C@@H](COCc1ccc(Cl)cc1)N1CCN(C(=O)c2ccc(C(F)(F)F)cc2)CCC1=O
  17.6	-26.4	/	/	/	13.3	/	/	19.6	4.8	/
- COc1ccc(C(=O)N[C@H](C(=O)Nc2nc3ccccc3[nH]2)C(C)C)cc1
  -2.3	-172.9	-23.6	-19.1	54.8*	-185.9	0.9	3.7	28.0	15.2	-183.4
- Cc1ccc2nc(-c3cccc(Br)c3)c(Cc3cccc(Cl)c3)n2c1
  -50.1	-111.1	-66.0	-2.3	-7.7	-217.4	/	/	-1.2	24.4	-226.8
- C[C@@H]1CN([C@@H](C)CO)S(=O)(=O)c2ccc(Br)cc2O[C@@H]1CN(C)C(=O)NC1CCCCC1
  7.2	-26.8	-2.3	-7.8	8.7	2.9	/	/	2.1	4.5	-8.0
- CCCN1C2CCCC1CC(NC(=O)Nc1ccc(C(C)C)cc1)C2 (configuration not stated)
  10.6	-22.5	22.0	-6.0	11.9	10.6	12.3	-1.0	-8.9	28.2	11.1
- COC(=O)C1=C(NC(=O)C(C)(C)C)CCS1
  3.7	-7.1	-9.6	2.3	-2.5	10.7	-3.0	2.0	2.1	2.6	9.9
- COc1ccc(-c2cccc(C(=O)Nc3ccccc3C)c2)cc1
  14.2	10.4	0.3	3.8	-5.9	9.7	2.7	-0.5	3.5	5.3	-16.3

This is a subset; the hit share may differ from the screen's.
